High-throughput results: PubChem, The Scripps Research Institute Molecular Screening Center
GPR7 antagonist – antagonists of human GPR7 (neuropeptides B/W receptor 1); GPR7-expressing cells, fluorescence antagonist assay; inhibition, % at 4.4 µM; 290,000 tested, 1.1% active; AID 1861; in the data active = inhibition above about 16%, passing the limit was not always enough;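 also: cells stimulated with the agonist NPW; 0% = agonist with vehicle and 100% = vehicle without agonist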
CHO parental Ca – counter-screen: ATP calcium response change in parental CHO cells | parental CHO-K1, ATP-induced calcium, Fluo-8 fluorescence | inhibition, % at 5.6 µM | 330,000 tested, 0.63% active | AID 463079;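 active = inhibition above that plate's mean sample inhibition plus 3 SD, cut at about 26% in these data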;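 also: 0% = ATP-challenged DMSO wells and 100% = DMSO wells without ATP; some compounds past the cut are filed as inactive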
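Material: Parental CHO cells | Reagent: ATP | Compound dosing: Single nominal dose of 5.6 µM per compound | Detection: Intracellular calcium via Fluo-8 no-wash fluorescent dye | Read-out: % inhibition of ATP-induced calcium mobilization | Benchmarks: Low control ATP plus DMSO, high control DMSO only | Replicates: Singlicate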
OXTR ag – activates the human oxytocin receptor; CHO-OTR cells, Fluo-8 calcium fluorescence; normalized: DMSO 0%, oxytocin 100%; activation, % at 3 µM; 320,000 tested, 0.32% active; P30559;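 active = activation above the mean of all tested compounds plus 3 SD, cutoff set per screening run, cut at about 20% in these data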;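 also: peak over basal fluorescence ratio from a 100 s FLIPR kinetic read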
M1 PAM parental – nonselective activator or artifact in parental CHO-K1 calcium assay; activation, % at 3 µM; 360,000 tested, 0.02% active; ATP EC20, Fluo-8 calcium fluorescence; 0% at ATP EC20, 100% at ATP max;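 active = activation above the run cutoff, the mean activation of all test compounds plus 3 SD, cut at about 40% in these data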;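 also: peak over basal fluorescence ratio in a 140 s read after ATP addition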
OXTR potentiator – potentiates the human oxytocin receptor response | 320,000 tested, 0.061% active | activation, % at 3 µM | CHO-OTR cells, Fluo-8 calcium fluorescence, potentiator mode; 0% = oxytocin EC15, 100% = EC100;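 active = activation above that plate's cutoff, the mean activation of tested compounds plus 3 SD, cut at about 6.6% in these data, passing the limit was not always enough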;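 also: 100% uses oxytocin at 75 nM as the full agonist control; some results filed as inactive read as strong as hits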
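Replication – single well per compound, singlicate · Assay system – CHO cell line stably expressing human OTR · Timing – 6 min pre-incubation, 100 s read · Measure – normalized max/min fluorescence ratio, % activation · Doses – 3.0 µM, one dose · Detection – Fluo-8 calcium dye fluorescence · Probe or stimulus – oxytocin near EC15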
M1 ag parental – nonselective activator or artifact in parental CHO-K1 cells. Fluo-8 calcium fluorescence; scaled to maximal ATP response, vehicle zero. activation, % at 3 µM. 360,000 tested, 0.48% active; in the data active = activation above about 15%;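 also: untransfected CHO-K1 host cells lacking M1 receptor as counterscreen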
V1R ag counter – V1a receptor agonism, counter-screen for OXTR agonists; CHO-V1R cells, Fluo-8 calcium fluorescence, agonist mode; 0% DMSO, 100% 3 nM vasopressin; activation, % at 3 µM; 320,000 tested, 0.25% active; P37288;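 active = activation above the mean activation of all tested compounds plus 3 SD, per screening run, cut at about 20% in these data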;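 also: signal is peak over basal fluorescence ratio across a 100 second FLIPR read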
Target sequence (P37288 whole entry, looked up): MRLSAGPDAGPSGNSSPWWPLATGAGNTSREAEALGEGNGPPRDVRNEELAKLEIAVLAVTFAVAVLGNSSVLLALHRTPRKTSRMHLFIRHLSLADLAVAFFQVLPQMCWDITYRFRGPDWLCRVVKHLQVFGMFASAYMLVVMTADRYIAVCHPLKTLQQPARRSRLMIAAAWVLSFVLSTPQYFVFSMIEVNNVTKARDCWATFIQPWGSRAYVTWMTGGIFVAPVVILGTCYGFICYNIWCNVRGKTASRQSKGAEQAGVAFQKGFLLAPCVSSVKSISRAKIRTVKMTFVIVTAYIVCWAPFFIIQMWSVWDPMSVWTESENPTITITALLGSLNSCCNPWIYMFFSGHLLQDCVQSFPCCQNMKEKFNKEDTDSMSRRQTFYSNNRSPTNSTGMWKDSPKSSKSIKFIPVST
TAAR1 antagonist – antagonists of human TAAR1. CHO RD-HGA16 TAAR1, Fluo-8 calcium fluorescence, antagonist. inhibition, % at 3 µM. 360,000 tested, 1.5% active. AID 624466;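 active = inhibition above a per-plate cutoff, the mean inhibition of test compounds on that plate plus 3 SD, cut at about 49% in these data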;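 also: 0% = DMSO plus EC80 beta-PEA response and 100% = DMSO alone without agonist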
Target sequence (Q96RJ0 whole entry, looked up): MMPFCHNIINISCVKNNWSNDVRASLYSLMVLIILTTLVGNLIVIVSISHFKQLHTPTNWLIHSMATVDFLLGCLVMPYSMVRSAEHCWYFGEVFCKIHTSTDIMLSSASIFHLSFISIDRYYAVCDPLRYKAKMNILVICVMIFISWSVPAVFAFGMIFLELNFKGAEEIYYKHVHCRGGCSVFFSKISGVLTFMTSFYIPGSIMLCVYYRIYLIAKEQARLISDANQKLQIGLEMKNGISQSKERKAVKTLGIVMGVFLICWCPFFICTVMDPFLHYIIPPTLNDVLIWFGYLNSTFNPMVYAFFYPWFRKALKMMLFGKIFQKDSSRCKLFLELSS
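System: CHO RD-HGA16 cells bearing hTAAR1. Reagent: EC80 β-phenethylamine stimulus. Schedule: seeding 17-24 h prior, 75-min 37 °C, 30-min RT dye loading. Signal: Fluo-8 intracellular calcium dye fluorescence, real-time kinetic reads. Read-out: % inhibition from peak post-agonist over basal fluorescence ratio. Benchmarks: vehicle wells and EC80 agonist wells. Replicates: n of 1.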
CHO-K1 Ca antag – counter-screen for M1 antagonists: effect in parental CHO-K1 cells. 360,000 tested, 0.6% active. ATP-induced calcium, Fluo-8 fluorescence. inhibition, % at 3 µM. AID 602250;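 active = inhibition above a per-plate cutoff, the plate's mean sample inhibition plus 3 SD, cut at about 24% in these data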;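 also: 0% = DMSO plus EC80 ATP and 100% = DMSO alone without ATP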
Numbers without * were called inactive; / = no result given.

1	O=c1cc(-c2ccccc2Cl)oc2cccc(O)c12
2	NS(=O)(=O)c1ccc(CCNC(=O)CSc2ccsc2[N+](=O)[O-])cc1
3	S=C(NCCc1ccccc1)N1CCN(C2CCCCC2)CC1
4	COc1ccc(CCN=C(N)Nc2nc(C)cc(C)n2)cc1
5	CC(c1nnc(SCC(=O)Nc2sccc2C#N)n1-c1ccc(Cl)cc1)N(C)C (stereo unspecified)
6	COc1ccc(C(=S)N2CCN(c3ccccc3Cl)CC2)cc1OC
7	O=C(NCCCn1ccnc1)c1cc(C(=O)C2CCCCC2)c[nH]1
8	CC(C)(C)NC(=O)CSc1nc2cccnc2n1C1CCCCC1
Compound	1	2	3	4	5	6	7	8
GPR7 antagonist	-6	0	2	2	-10	0	-10	-17
CHO parental Ca	-10	-18	-5	-11	-13	-24	15	-28
OXTR ag	-1.3	-1.3	2.9	0.1	0.1	-2.0	0.4	-2.6
M1 PAM parental	3	-6	4	-2	13	1	-2	7
OXTR potentiator	-3	-19	0	-7	-5	-22	-4	10
M1 ag parental	-0.1	0.2	1.5	0.6	0.1	1.2	-0.2	-0.3
V1R ag counter	-0.3	-0.7	1.3	-1.2	0.8	0.0	0.6	-1.2
TAAR1 antagonist	-14	9	-23	1	0	7	-4	3
CHO-K1 Ca antag	-8	-10	-7	-5	-5	-14	1	-7

9	COc1ccc(OCCn2c(C)c(/C=N/n3cnnc3)c3ccccc32)cc1
10	O=S(=O)(Nc1cccc2c1ccc1cccn12)c1cccs1
11	O=C(CCS(=O)(=O)c1ccc(Br)cc1)Nc1ccc2c(c1)OCO2
12	CC1CC(C)CN(C(=O)COC(=O)c2nccnc2N)C1 (stereo unspecified)
13	CCn1cc(C(=O)OCC(=O)Nc2c(C)n(C)n(-c3ccccc3)c2=O)c(=O)c2ccc(C)nc21
14	Cc1ccc2c(Cl)cc(Cl)c(OCC(=O)Nc3cc(S(=O)(=O)N(C)C)ccc3C)c2n1
15	N#Cc1ccccc1S(=O)(=O)N1CCN(C(=O)C2CCCC2)CC1
16	Cc1ccc(C2=[N+]([O-])C3(CCCCC/C3=N\NC(N)=S)N(O)C2(C)C)o1 (stereo unspecified)
Compound	9	10	11	12	13	14	15	16
GPR7 antagonist	7	-13	-11	/	-8	-8	10	-6
CHO parental Ca	-4	-10	-4	-7	-8	0	-7	-15
OXTR ag	3.0	0.2	-1.9	0.7	-0.9	-1.1	-0.2	1.4
M1 PAM parental	15	11	0	-11	-1	14	13	/
OXTR potentiator	-18	-4	-5	5	-2	-4	-5	-13
M1 ag parental	0.6	-0.1	0.3	-0.2	-0.3	3.8	1.8	/
V1R ag counter	3.2	0.1	0.2	0.8	-0.4	-0.2	-0.4	0.2
TAAR1 antagonist	/	9	9	6	/	44	-2	/
CHO-K1 Ca antag	-3	-4	1	0	3	-5	-12	/

17	CCOC(=O)N1CCN(C(=O)c2ccc(NS(=O)(=O)c3ccc(C)cc3)cc2)CC1
18	CCOCc1c(C(=O)NCC(c2ccco2)N2CCCC2)oc2ccccc12 (stereo unspecified)
19	O=C(Nc1cccc2cccnc12)c1ccc(Br)cc1Br
20	COc1ccc(NC(=O)N2CCCC2C(=O)Nc2ccccc2F)cc1 (stereo unspecified)
21	CC1=C(C(=O)N2CCOCC2)CC(CC(=O)NCc2cccs2)C(=O)N1CCC1=CCCCC1 (stereo unspecified)
22	Brc1ccccc1-c1nnc2sc(Cc3ccccc3)nn12
23	COc1ccccc1OCCn1c(C)c(C=O)c2ccccc21
24	COc1cc(S(=O)(=O)NCCCN2CCOCC2)ccc1Cl
Compound	17	18	19	20	21	22	23	24
GPR7 antagonist	-7	/	-20	-3	/	21	-1	16
CHO parental Ca	-2	-23	-21	0	/	-14	-2	-10
OXTR ag	4.9	-0.5	-0.3	0.0	/	-0.8	9.8	0.2
M1 PAM parental	20	-20	9	3	14	9	6	6
OXTR potentiator	-9	-6	0	-3	/	3	-6	-6
M1 ag parental	4.0	-0.5	0.3	0.6	-0.2	0.2	7.5	0.0
V1R ag counter	8.0	-0.9	1.4	0.6	/	-0.6	6.4	1.8
TAAR1 antagonist	-8	6	/	-2	-27	8	-8	2
CHO-K1 Ca antag	2	14	-11	-7	-5	-21	7	-17

25	CN(C)c1ccc(/C=N/NC(=O)CSc2ccccn2)cc1
26	Cc1oc(-c2cccc(Cl)c2)nc1CS(=O)(=O)CC(=O)NC1CC1
27	CC(C)(CN1CCN(Cc2ccccc2)CC1)NS(=O)(=O)c1ccccc1
28	O=C(NCCN1CCCC1)c1ccc2c(=O)n(CCc3ccccc3)c(=O)[nH]c2c1
29	CCOC(=O)N(C)c1c(CC)nc2c(OCc3ccc(F)c(F)c3)cccn12
30	CC(=O)Nc1ccc(S(=O)(=O)Nc2nccc(/C=C/c3ccc(Cl)cc3)n2)cc1
31	CCOc1cc2c(C#N)c(N3CCCCC3)nc(N)c2c(N)n1
32	CCOC(=O)Nc1cc(Br)c2c(c1)OCCO2
Compound	25	26	27	28	29	30	31	32
GPR7 antagonist	-12	-4	-7	-5	/	-4	-2	-13
CHO parental Ca	-7	-9	-18	0	/	-7	-12	-4
OXTR ag	0.9	2.7	4.2	-0.1	/	-0.3	0.4	-0.7
M1 PAM parental	8	-12	-6	12	-3	-12	10	-1
OXTR potentiator	-11	-8	-5	-20	/	-1	0	2
M1 ag parental	0.8	7.0	3.6	0.5	-0.4	0.0	0.7	-0.1
V1R ag counter	1.0	5.5	2.4	-0.6	/	0.5	0.9	-0.7
TAAR1 antagonist	-12	8	-18	-11	-22	-8	9	-14
CHO-K1 Ca antag	-3	-20	-7	-2	-1	8	-22	-18

Results in CHO parental Ca and CHO-K1 Ca antag, for some of the entries so far:
item | mol | CHO parental Ca | CHO-K1 Ca antag
31 | CCOc1cc2c(C#N)c(N3CCCCC3)nc(N)c2c(N)n1 | -12 | -22
23 | COc1ccccc1OCCn1c(C)c(C=O)c2ccccc21 | -2 | 7

Next structures
33	CN(CC(=O)Nc1ccc(F)cc1)C(=O)CSc1nccn1C
34	COc1cccc(OC)c1C(=O)Nc1ccc2c(c1)n(C)c(=O)n2C
35	Cc1ccc(C(=O)N2CCCC(c3ccc(Cl)cc3)=N2)cc1
36	Cn1cncc1C#Cc1ccc2cc(C3(O)CCCCC3)oc(=O)c2c1
37	Nc1ccc(Oc2ccc(N)c([N+](=O)[O-])c2)cc1[N+](=O)[O-]
38	CC(C)C[C@H](NC(=O)NC(C)C)C(=O)O
39	CCOc1ccc(NC(=O)C2CC(=O)N(c3cc(C)cc(C)c3)C2)cc1 (stereo unspecified)
40	Cc1ccc(C)c(N2CCN(C(=O)CCCCCn3c(=S)[nH]c4ccc(N5CCOCC5)cc4c3=O)CC2)c1
Compound	33	34	35	36	37	38	39	40
GPR7 antagonist	/	-9	-13	/	/	-2	-2	20
CHO parental Ca	5	-13	-49	8	/	-4	-30	-6
OXTR ag	-1.3	1.1	-2.3	0.6	/	0.4	-1.1	-0.5
M1 PAM parental	7	9	-4	-2	18	16	3	7
OXTR potentiator	-6	-1	-6	-3	/	1	-11	-24
M1 ag parental	3.0	0.0	-0.7	0.2	2.0	0.6	0.3	9.6
V1R ag counter	-0.6	-0.5	-0.5	-0.2	/	-0.3	0.3	2.6
TAAR1 antagonist	-51	-11	8	-13	-10	14	-24	75*
CHO-K1 Ca antag	-2	-6	3	-5	-14	-31	1	10

41	CCOC(=O)c1cc2c(ccn2C)n1CC(=O)N1CCN(c2ccc(F)cc2)CC1
42	Cc1nc2nc3c(cn2n1)C(=O)CCC3
43	C=CCn1c(-c2cccs2)nc2nc3ccccc3nc21
44	CCCCC(=O)NC(NC(=O)CCCC)c1ccc(OCCC)c(OC)c1
Compound	41	42	43	44
GPR7 antagonist	-1	-2	-16	-13
CHO parental Ca	-14	0	-20	-5
OXTR ag	0.3	-0.4	-2.2	0.3
M1 PAM parental	0	-8	-4	13
OXTR potentiator	-2	-7	8	-5
M1 ag parental	0.7	0.3	2.2	0.4
V1R ag counter	0.1	0.1	-1.2	0.2
TAAR1 antagonist	10	8	15	-21
CHO-K1 Ca antag	-18	-3	5	-4

In the list so far, eight have a Cl atom.
1	O=c1cc(-c2ccccc2Cl)oc2cccc(O)c12
5	CC(c1nnc(SCC(=O)Nc2sccc2C#N)n1-c1ccc(Cl)cc1)N(C)C (stereo unspecified)
6	COc1ccc(C(=S)N2CCN(c3ccccc3Cl)CC2)cc1OC
14	Cc1ccc2c(Cl)cc(Cl)c(OCC(=O)Nc3cc(S(=O)(=O)N(C)C)ccc3C)c2n1
24	COc1cc(S(=O)(=O)NCCCN2CCOCC2)ccc1Cl
26	Cc1oc(-c2cccc(Cl)c2)nc1CS(=O)(=O)CC(=O)NC1CC1
30	CC(=O)Nc1ccc(S(=O)(=O)Nc2nccc(/C=C/c3ccc(Cl)cc3)n2)cc1
35	Cc1ccc(C(=O)N2CCCC(c3ccc(Cl)cc3)=N2)cc1
Compound	1	5	6	14	24	26	30	35
GPR7 antagonist	-6	-10	0	-8	16	-4	-4	-13
CHO parental Ca	-10	-13	-24	0	-10	-9	-7	-49
OXTR ag	-1.3	0.1	-2.0	-1.1	0.2	2.7	-0.3	-2.3
M1 PAM parental	3	13	1	14	6	-12	-12	-4
OXTR potentiator	-3	-5	-22	-4	-6	-8	-1	-6
M1 ag parental	-0.1	0.1	1.2	3.8	0.0	7.0	0.0	-0.7
V1R ag counter	-0.3	0.8	0.0	-0.2	1.8	5.5	0.5	-0.5
TAAR1 antagonist	-14	0	7	44	2	8	-8	8
CHO-K1 Ca antag	-8	-5	-14	-5	-17	-20	8	3
